Source: PubChem (The Scripps Research Institute Molecular Screening Center)
M4 ag – human M4 muscarinic receptor agonists, primary screen, CHO-K1 cells, Fluo-8 calcium fluorescence; Muscarinic acetylcholine receptor M4 (Homo sapiens), P08173; CHO-K1 hM4/Gqi5; vehicle 0%, full acetylcholine response 100%; activation, % at 3 µM; hit rate 0.14% among 360,000;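 active = activation above the run mean over all test wells plus 3 SD, cut at about 32% in these data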;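 note: peak over basal fluorescence ratio per well then scaled between controls; 0% = DMSO wells and 100% = acetylcholine at EC100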
Target sequence (P08173 whole entry, looked up): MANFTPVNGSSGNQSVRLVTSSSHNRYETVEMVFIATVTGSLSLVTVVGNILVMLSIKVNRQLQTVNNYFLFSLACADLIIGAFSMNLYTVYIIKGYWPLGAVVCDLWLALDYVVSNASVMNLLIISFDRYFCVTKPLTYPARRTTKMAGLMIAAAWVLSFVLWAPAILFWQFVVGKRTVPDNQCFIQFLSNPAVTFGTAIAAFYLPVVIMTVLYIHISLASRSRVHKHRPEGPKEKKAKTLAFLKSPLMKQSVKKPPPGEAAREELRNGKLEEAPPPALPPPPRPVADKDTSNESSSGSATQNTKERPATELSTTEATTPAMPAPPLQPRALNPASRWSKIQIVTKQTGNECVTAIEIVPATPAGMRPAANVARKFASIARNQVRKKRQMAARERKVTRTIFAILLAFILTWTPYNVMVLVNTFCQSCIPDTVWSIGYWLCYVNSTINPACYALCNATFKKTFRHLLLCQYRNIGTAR
CHO-K1 Ca antag – counter-screen for M1 antagonists: effect in parental CHO-K1 cells; inhibition, % at 3 µM; ATP-induced calcium, Fluo-8 fluorescence; hit rate 0.6% among 360,000;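 active = inhibition above a per-plate cutoff, the plate's mean sample inhibition plus 3 SD, cut at about 24% in these data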;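 note: 0% = DMSO plus EC80 ATP and 100% = DMSO alone without ATP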
CHO-K1 Ca PAM – nonselective calcium activators in parental CHO-K1 cells, primary screen, counter-screen for M1 PAM project, cell-based, Fluo-8 calcium fluorescence, full deck, 1536-well | ATP EC20; 0% at ATP EC20, 100% at ATP max | activation, % at 3 µM | hit rate 0.02% among 360,000 | AID 602247, 2012;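 active = activation above the run cutoff, the mean activation of all test compounds plus 3 SD, cut at about 40% in these data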;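 note: peak over basal fluorescence ratio in a 140 s read after ATP addition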
CHO-K1 Ca ag – counter-screen for M1 agonists: effect in parental CHO-K1 cells | Fluo-8 calcium fluorescence; scaled to maximal ATP response, vehicle zero | activation, % at 3 µM | hit rate 0.48% among 360,000; in the data active = activation above about 15%;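 note: untransfected CHO-K1 host cells lacking M1 receptor as counterscreen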
M5 ag – human M5 muscarinic receptor agonists, primary screen, CHO-K1 cells, Fluo-8 calcium fluorescence; activation, % at 3 µM; CHO-K1 hM5 cells; 0% DMSO wells, 100% maximal acetylcholine response; hit rate 0.19% among 360,000; Muscarinic acetylcholine receptor M5 (Homo sapiens), P08912;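 active = activation above the run's mean over test compounds plus 3 SD, cut at about 23% in these data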;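 note: signal is peak over basal fluorescence ratio across the kinetic read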
Target sequence (P08912 whole entry, looked up): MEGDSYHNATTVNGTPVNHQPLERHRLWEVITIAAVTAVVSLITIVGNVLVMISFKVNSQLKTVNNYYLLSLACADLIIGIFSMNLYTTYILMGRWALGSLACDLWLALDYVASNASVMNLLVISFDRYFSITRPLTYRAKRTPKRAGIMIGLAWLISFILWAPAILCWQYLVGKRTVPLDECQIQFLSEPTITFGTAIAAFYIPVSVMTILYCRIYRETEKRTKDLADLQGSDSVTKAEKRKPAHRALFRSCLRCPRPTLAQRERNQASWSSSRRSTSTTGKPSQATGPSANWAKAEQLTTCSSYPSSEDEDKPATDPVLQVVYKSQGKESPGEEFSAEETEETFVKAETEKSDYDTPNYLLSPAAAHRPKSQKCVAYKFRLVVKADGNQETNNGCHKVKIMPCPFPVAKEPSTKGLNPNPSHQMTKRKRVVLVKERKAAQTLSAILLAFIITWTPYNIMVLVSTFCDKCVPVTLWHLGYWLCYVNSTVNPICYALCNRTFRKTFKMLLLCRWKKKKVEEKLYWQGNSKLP
M4 PAM – human M4 muscarinic receptor positive allosteric modulators, primary screen, CHO-K1 cells, Fluo-8 calcium fluorescence; Muscarinic acetylcholine receptor M4 (Homo sapiens), P08173; CHO-K1 hM4/Gqi5, ACh EC20; 0% = ACh EC20, 100% = maximal ACh; activation, % at 3 µM; hit rate 0.4% among 360,000; AID 624126, 2012;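 active = activation above its plate's cutoff, the mean activation of sample wells plus 3 SD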; note: some results filed as inactive read as strong as hits
CHRM5 antagonist – human M5 muscarinic receptor antagonists, primary screen, CHO cells, Fluo-8 calcium fluorescence | hit rate 0.59% among 360,000 | Muscarinic acetylcholine receptor M5 (Homo sapiens), P08912 | AID 624040, 2012 | CHO-hM5 cells, ACh EC80 | inhibition, % at 3 µM;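 active = inhibition above a per-plate cutoff, the mean of that plate's test compounds plus 3 SD, cut at about 27% in these data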;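 note: 0% = acetylcholine EC80 with DMSO and 100% = DMSO without agonist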
M4 antag – human M4 muscarinic receptor antagonists, primary screen, CHO cells, Fluo-8 calcium fluorescence | Muscarinic acetylcholine receptor M4 (Homo sapiens), P08173 | CHO-hM4 cells, ACh EC80 | inhibition, % at 3 µM | hit rate 0.73% among 360,000;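 active = inhibition above its plate's cutoff, the mean inhibition of sample wells plus 3 SD, cut at about 27% in these data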;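 note: 0% = acetylcholine EC80 with DMSO and 100% = DMSO without agonist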
CHRM5 PAM – human M5 muscarinic receptor positive allosteric modulators, primary screen, CHO-K1 cells, Fluo-8 calcium fluorescence; Muscarinic acetylcholine receptor M5 (Homo sapiens), P08912; CHO-K1 hM5, ACh EC20 PAM; 0% = ACh EC20, 100% = ACh EC100; activation, % at 3 µM; hit rate 0.3% among 360,000; AID 624038, 2012;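 active = activation above the run cutoff, the mean activation of all test compounds plus 3 SD, cut at about 18% in these data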
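System – CHO-K1 hM5 cells · Compound – 3 µM, single dose · Incubation – compound preincubation 140 s before EC20 acetylcholine addition · Technique – Fluo-8 calcium fluorescence · Measure – Max/basal fluorescence ratio as % of EC20–EC100 ACh window · Benchmarks – low control EC20 acetylcholine (0%), high control EC100 acetylcholine (100%) · Replication – singlicate, one well per test compound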
Numbers without * were called inactive.

Each structure is followed by: M4 ag	CHO-K1 Ca antag	CHO-K1 Ca PAM	CHO-K1 Ca ag	M5 ag	M4 PAM	CHRM5 antagonist	M4 antag	CHRM5 PAM
Cc1nn(-c2ccc(Cl)cc2)c(N)c1C(O)(CSc1nccn1C)C(F)(F)F (stereo unspecified)
  1	2	7	0.2	-3	2	-1	1	4
CCCCCCN1C=CC=C/C1=C\C=C(C#N)C#N
  11	-1	9	11	16	-11	23	6	-10
COc1cccc(CN(C)C(=O)c2cc(S(=O)(=O)NC3CCCCC3)ccc2C)c1
  10	-17	-2	5.3	4	-5	6	-1	-10
COc1ccnc(N=CNOCc2ccc(Cl)cc2)c1C#N
  0	-3	10	0.2	-1	1	7	0	6
OC(c1cccc(Cl)c1)c1ncc(-c2ccc(C(F)(F)F)cc2)[nH]1 (stereo unspecified)
  3	10	-6	0.3	0	-1	1	-3	-1
CC(=O)Nc1ccc(NC(=O)C/C(C)=N/NC(=O)C(=O)Nc2ccc(C)c(Cl)c2)cc1
  1	-15	22	0.5	2	-1	0	-8	7
COc1cccc(NC(=O)COC(=O)c2c(NC(C)=O)sc(C)c2C)c1
  0	-5	0	0.3	1	-5	5	0	-1
O=C(COC(=O)c1ccc(Cl)c([N+](=O)[O-])c1)NC1CCCC1
  1	1	-4	1.1	-1	-8	8	10	-3
Cc1nn2c(-c3ccccc3)c(-c3ccccc3)nc2[nH]c1=O
  0	-3	9	-0.2	0	6	3	-1	-1
O=C(CC1S/C(=N/N=C2CCCCCC2)NC1=O)Nc1ccccc1F (stereo unspecified)
  0	0	12	0.5	-4	2	0	1	2
O=C(c1ccc(F)c(S(=O)(=O)N2CCOCC2)c1)N(CCc1ccccc1)Cc1ccccc1
  10	17	-17	0.7	1	-6	-7	-4	-6
Cn1nc(C(F)(F)F)c(/C=N/OC(=O)c2ccccc2)c1SCc1ccccc1Cl
  -1	-8	4	-0.1	-5	-24	4	30*	-11
CC(C)OC(=O)CSc1nnc(CNc2nc(-c3ccccc3)cs2)n1C
  1	-2	0	0.0	-4	5	-6	-1	0
Cc1ccc(NC(=O)c2cc(S(=O)(=O)N3CCCC3)cn2C)cc1
  1	7	-4	0.1	2	-5	2	11	2
CCN1C(=NCC(C)C)N[C@@H](c2cccc(F)c2)C(C(=O)OC)=C1C
  1	-5	-1	0.1	-2	-3	10	6	-5
O=C(Nc1nc2ccc(S(=O)(=O)N3CCCCC3)cc2s1)c1ccncc1
  14	-10	16	7.2	6	1	-2	0	-9
COc1cc(C(F)(F)F)c(C(=O)N(C)Cc2cccc(Cl)c2)cn1
  5	7	-12	2.0	-4	-11	17	0	-14
O=C(N/N=C/c1ccc(-n2ccnc2)cc1)c1cccs1
  6	-2	0	0.7	0	3	8	-5	-10
CC(=O)c1cccc(NC(=O)C2(C)Cc3c(-c4ccccc4)ccnc3O2)c1 (stereo unspecified)
  6	-10	21	3.0	0	0	-4	-8	2
Cc1cc(Br)cc(Br)c1OCC(=O)NNC(=O)CCC(=O)NCc1ccccc1
  0	-8	-10	0.4	-1	3	-13	-23	4
CC(C)CC(=O)Nc1cc(NC(=O)CC(C)C)cc(C(=O)NC(C)(C)C)c1
  1	1	8	0.2	-3	11	0	2	2
COc1ccc(-n2c3nc4ccccc4nc3c3c(=N)oc(C)nc32)cc1
  2	-4	18	3.0	4	4	-11	-2	6
Cc1ccnc(SCC(=O)c2ccc(Br)s2)n1
  0	3	2	0.2	-1	-1	-1	9	-3
NNC(=O)c1cccc(O)c1
  4	2	7	1.4	-1	0	-1	-18	0
Cc1ccc(NC(=O)c2c(C)nc(Nc3nc4ccccc4o3)nc2C)cc1
  2	1	-4	0.2	-11	-1	0	-3	-4
CC1(C)OC(=O)C(=CNCCc2ccc(O)cc2)C(=O)O1
  2	3	-6	0.3	2	3	1	-3	1
CC(=O)c1c(C)[nH]c(C(=O)CN2C(=O)NC(C)(c3ccc4c(c3)OCCO4)C2=O)c1C (stereo unspecified)
  7	-1	0	4.0	7	4	1	-1	4
O=C(NCC1CCCC(CNC(=O)N2CCc3ccccc32)C1)N1CCc2ccccc21 (stereo unspecified)
  0	-12	24	1.2	-6	-1	-2	-6	5
Cc1ccc(S(=O)(=O)NCCC(=O)NNC(=O)c2ccccc2Cl)cc1C
  0	7	-22	-0.4	-1	1	4	0	-6
COC(=O)c1nn(C23CC4CC(CC(C4)C2)C3)c2c1C(=O)N(c1ccc(F)cc1)C2=O
  0	-8	8	0.8	-2	2	1	1	2
Cc1onc(-c2c(Cl)cccc2Cl)c1C(=O)NCc1cccs1
  1	-4	11	0.4	-4	-2	7	-1	-3
COc1ccc2nc(C)cc(C(=O)O)c2c1
  1	8	-11	0.0	0	9	0	1	-3
CCOc1nc(NCCO)nc(Nc2cc(Cl)ccc2OC)n1
  1	-1	-4	0.6	1	0	-4	-1	-2
C/C(=N\NC(=O)CSc1nc(C)cc(C)n1)c1ccc2c(c1)OCCO2
  1	3	-9	0.4	-1	-1	-8	1	-4
CC(=O)Nc1ccc(S(=O)(=O)Nc2ccc(S(=O)(=O)Nc3nccs3)cc2)cc1
  1	-8	4	0.0	-1	7	3	-10	4
O=C(Cn1cnc2c(NCc3ccccc3)ncnc21)NCc1nc2ccccc2[nH]1
  1	-5	-8	0.6	3	2	-4	-6	2
O=C1NC[C@H](Cc2ccccc2)N(CC2CCCCC2)C1=O
  1	-5	9	-0.1	0	2	11	12	0
O=C(Cc1ccc(NC2=NC3CS(=O)(=O)CC3S2)cc1)N1CCN(c2ccc(F)cc2)CC1 (stereo unspecified)
  1	-10	11	0.6	3	2	5	0	-4
CNC(=O)CSc1nc(-c2ccccc2)c(-c2ccccc2)[nH]1
  1	-5	3	0.4	4	13	3	-11	7
Cc1ccc(S(=O)(=O)NN2C(=O)c3ccccc3NC2C)cc1 (stereo unspecified)
  1	1	8	0.6	0	-5	-2	11	-3
CCOC(=O)N1CCN(C(=O)CNC(=O)c2nn(-c3ccc(OC)cc3)c(=O)c3ccccc23)CC1
  11	1	10	3.5	1	-7	2	6	-26
O=c1cc(CN2CCN(S(=O)(=O)c3cccc(Cl)c3)CC2)c2ccc(O)cc2o1
  12	-3	-14	4.5	2	-14	15	10	-25
CCOc1ccccc1NC(=O)Cc1cccs1
  0	-5	-5	0.2	-5	-1	15	4	0
CS(=O)(=O)Nc1ccc2c(c1)nc1n2CCOC1
  0	-15	-10	0.0	-2	8	-7	-10	3
CC(=O)c1cccc(NC(=O)/C(=C\c2ccco2)NC(=O)c2ccco2)c1
  2	-5	-2	0.4	-1	-1	14	6	1
Cc1cccc(/C=N/NC(=O)c2ccc(F)cc2)n1
  1	-9	6	2.2	-3	7	6	1	-1
CCCCn1c(N)c(N(CC(C)C)C(=O)CSCc2c(C)noc2C)c(=O)[nH]c1=O
  0	4	11	0.6	-3	3	5	1	-1
c1ccc2c(C(c3nnnn3-c3ccc4c(c3)OCCO4)N3CCCC3)ccnc2c1 (stereo unspecified)
  2	-15	10	2.7	2	3	6	2	-5
O=C(CCS(=O)(=O)c1cccc2nonc12)NCCc1ccccc1Cl
  0	2	1	0.2	0	-5	3	11	-3
COc1ccc(Cl)cc1NC(=O)c1cccc([N+](=O)[O-])c1O
  12	-24	23	10	12	1	4	-20	-4
CCCCn1c(-c2cccs2)nc2oc3ccccc3c(=O)c2c1=O
  0	-2	9	0.1	3	0	5	4	-5
COCc1nnc(NC(=O)c2cccc(NC(=O)C(C)C)c2)s1
  -1	-13	17	0.2	3	1	14	-3	2
CNc1cncc(-c2ccc(C)cc2)n1
  0	22	-1	-0.8	-3	4	-11	-15	1
CS(=O)(=O)N1CCc2cc(S(=O)(=O)Nc3ccc4c(c3)OCCO4)ccc21
  26	-1	3	15	12	-7	12	2	-21
CC(C)N(CC(=O)Nc1ccc(Cl)cc1C(F)(F)F)C(=O)CCl
  6	-3	5	0.3	7	15	10	-6	-1
COc1ccc(/C=N/NC(=O)C(=O)NCc2cccnc2)cc1OC
  0	-8	2	-1.0	-2	7	-2	-12	3
O=C(CCN=C1NS(=O)(=O)c2ccccc21)N1CCc2ccccc2C1
  3	-15	27	1.6	0	-1	0	7	6
Cc1c(NC(=O)CN2C(=O)C(=O)c3ccccc32)c(=O)n(-c2ccccc2)n1C
  1	-17	23	1.1	-1	3	1	21	6
COc1ccc(OCC(=O)Nc2ccccc2C(=O)N2CCCC2)cc1
  4	5	8	1.8	2	-2	1	0	-3
Cc1cc(OC(=O)CNC(=O)OC(C)(C)C)c2c(C)cc(=O)oc2c1
  2	-3	13	2.0	2	3	2	2	2

(cont.)
Each structure is followed by: M4 ag	CHO-K1 Ca antag	CHO-K1 Ca PAM	CHO-K1 Ca ag	M5 ag	M4 PAM	CHRM5 antagonist	M4 antag	CHRM5 PAM
CCc1nonc1NC(=O)c1oc2cc(C)c(Cl)cc2c1C
  0	-9	-19	0.0	-3	8	-17	-7	25*
O=C(NCCCN1CCOCC1)c1cccc(NC(=O)c2ccccc2)c1
  0	-10	-5	0.5	-2	-2	13	3	-5
CCc1ccc(NC(=O)Cn2c(=O)c3cccn3c3ccccc32)cc1
  1	-6	-4	0.9	-3	-3	-5	7	0
CCN(CC)CCNC(=O)Cc1c(C(=O)O)n(CC)c2ccccc12
  1	-19	1	-0.1	1	-1	3	3	2
Cc1ccc(N=C2NC(=O)S/C2=C\c2ccco2)cc1
  1	3	11	1.2	-2	-2	6	7	-3
CCn1c(C(C)NC(=O)c2cccc(C)c2)nc2ccccc21 (stereo unspecified)
  2	-8	28	1.7	0	5	2	-5	0
CCn1c(CNC(=O)COc2ccc(C(C)C)cc2)nnc1SCC(=O)Nc1cc(F)ccc1C
  4	-21	-3	1.6	6	5	-11	-6	3
CC1CC(C)CN(C(=O)CCC(=O)Nc2nnc(C(C)C)s2)C1 (stereo unspecified)
  1	-15	-2	0.4	-2	4	5	-3	-1
Cc1ccc(S(=O)(=O)NCC(=O)N2CCOCCOCCOCCOCC2)cc1
  0	-5	-1	0.3	-3	-3	14	14	-4
O=C(Cn1cc(COc2cccc([N+](=O)[O-])c2)nn1)c1ccc(O)cc1
  3	-4	20	0.8	3	5	-7	-11	1
Nc1c(Cl)cnc(C(Cl)(Cl)Cl)c1Cl
  -2	-13	16	-1.0	-8	-5	-5	-2	3
O=C1/C(=C/c2ccco2)Oc2c1ccc(O)c2CN1CCCCC1
  5	3	11	1.8	2	4	1	-15	0

An unsorted share of the library, and some 2.7% of all compounds hit somewhere here.
